Screens (PubChem)
LAP4 TOR yeast: alters LAP4-GFP fluorescence in TOR pathway yeast screen; S. cerevisiae LAP4-GFP multiplex, flow cytometry GFP, 3 h; median GFP as percent of DMSO wells; GFP response vs DMSO, % at 10 µM; 320,000 tested, 0.34% active; AID 2023;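 active = GFP response vs DMSO above a set limit, about the screen mean plus 3 SD, cut at about 150% in these data; inconclusive = under 70 cell events counted for the yeast strain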
VLA-4 inh: inhibition in a human VLA-4 binding assay; P13612; VLA-4 expressing cells, ligand binding flow cytometry; inhibition, % (about 7 µM as worked out from the volumes in the protocol); 330,000 tested, 0.2% active; in the data active = inhibition above about 50%
Target sequence (P13612 whole entry, looked up): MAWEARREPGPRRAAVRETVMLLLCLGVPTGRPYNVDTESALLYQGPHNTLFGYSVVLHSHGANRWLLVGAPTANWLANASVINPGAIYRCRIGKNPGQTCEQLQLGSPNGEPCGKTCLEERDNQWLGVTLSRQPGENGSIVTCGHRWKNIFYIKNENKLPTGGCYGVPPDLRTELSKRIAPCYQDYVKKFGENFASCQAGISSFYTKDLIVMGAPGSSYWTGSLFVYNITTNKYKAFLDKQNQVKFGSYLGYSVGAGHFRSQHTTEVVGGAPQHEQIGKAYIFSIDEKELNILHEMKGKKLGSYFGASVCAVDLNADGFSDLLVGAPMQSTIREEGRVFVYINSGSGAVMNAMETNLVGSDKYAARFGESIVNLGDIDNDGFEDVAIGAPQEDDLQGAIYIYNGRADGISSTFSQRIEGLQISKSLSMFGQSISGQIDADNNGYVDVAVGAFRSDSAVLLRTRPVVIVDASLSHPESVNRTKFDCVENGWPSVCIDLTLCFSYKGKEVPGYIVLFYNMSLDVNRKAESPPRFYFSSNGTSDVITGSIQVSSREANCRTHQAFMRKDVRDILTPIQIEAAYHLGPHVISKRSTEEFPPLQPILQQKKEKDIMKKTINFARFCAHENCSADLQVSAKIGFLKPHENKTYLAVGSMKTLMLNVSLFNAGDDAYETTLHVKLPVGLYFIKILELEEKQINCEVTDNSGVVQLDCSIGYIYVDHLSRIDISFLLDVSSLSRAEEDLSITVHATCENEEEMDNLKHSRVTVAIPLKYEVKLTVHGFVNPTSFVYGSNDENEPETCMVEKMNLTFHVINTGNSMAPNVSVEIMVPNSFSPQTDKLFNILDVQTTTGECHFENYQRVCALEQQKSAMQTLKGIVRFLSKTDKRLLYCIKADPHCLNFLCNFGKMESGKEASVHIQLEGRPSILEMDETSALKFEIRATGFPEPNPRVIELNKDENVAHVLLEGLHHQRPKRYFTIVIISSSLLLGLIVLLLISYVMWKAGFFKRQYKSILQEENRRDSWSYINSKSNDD
AGP1-GFP MLPCN: modulators of TOR pathway AGP1-GFP in S. cerevisiae; 320,000 tested, 0.02% active; S. cerevisiae AGP1-GFP multiplex flow cytometry, 3 h; GFP as percent of DMSO wells; GFP response vs DMSO, % at 10 µM; AID 2066;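 active = GFP response relative to DMSO above a set limit, near screen average plus 3 SD, cut at about 150% in these data; inconclusive = fewer than 70 cells counted for the yeast strain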;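 note: median GFP channel fluorescence of the gated AGP1 strain per well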
GRK2 inh: blocks RNA aptamer binding to human GRK2. P25098. bead flow cytometry, FAM-aptamer displacement from GRK2. inhibition of aptamer binding, % at 10 µM. 330,000 tested, 0.59% active;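 active = inhibition of aptamer binding above 40%, roughly 3 SD of noise, on plates passing a quality check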;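 note: median bead fluorescence of bound FAM aptamer so fluorescent compounds give negative values; no value below 0 was filed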
JMJD2C inh: blocks human GASC-1 demethylase activity | AID 2099 | 330,000 tested, 0.069% active | inhibition, % at 2.35 µM | GST-JMJD2C(1-420) H3K9me3 demethylation, DELFIA europium;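 active = more than half of a compound's replicate wells show inhibition beyond 50%, single wells judged on their own value; inconclusive = some, but no more than half, of replicates pass 50% inhibition; inactive = no replicate passes 50% inhibition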;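 note: signal counts dimethyl H3K9 product captured on neutravidin plate; 0% = median of DMSO wells and 100% = 0.3 times that DMSO median; strong numbers were not always called active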
MEP2 TOR yeast: modulators of TOR pathway MEP2-GFP in S. cerevisiae; S. cerevisiae MEP2-GFP strain, flow cytometry GFP, 3 h; 100% = DMSO control level; GFP response vs DMSO, % at 10 µM; 330,000 tested, 0.51% active; AID 2016;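 active = GFP response versus DMSO above a set limit, roughly screen mean plus 3 SD, cut at about 180% in these data; inconclusive = fewer than 70 cells counted for a yeast strain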;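 note: median GFP fluorescence of the barcode-gated MEP2-GFP cells per well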
RPL19A-GFP yeast: modulators of TOR pathway RPL19A-GFP in S. cerevisiae. S. cerevisiae RPL19A-GFP strain, flow cytometry, 3 h; hits give low values. percent response vs DMSO, % at 10 µM. 330,000 tested, 0.3% active. AID 2025;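 active = percent response vs DMSO below 50%; inconclusive = fewer than 70 events counted for the yeast strain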;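 note: median channel GFP fluorescence of the barcoded RPL19A-GFP strain; ratio of sample median GFP to plate DMSO average so 100% = DMSO; lower means less RPL19A-GFP as with rapamycin TOR inhibition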
CIT2-GFP yeast: yeast TOR pathway CIT2-GFP modulation; S. cerevisiae CIT2-GFP strain, flow cytometry, 3 h; 100 means same as DMSO wells; GFP response vs DMSO, % at 10 µM; 320,000 tested, 0.065% active;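 active = GFP response relative to DMSO above a set limit, near the screen mean plus 3 SD, cut at about 150% in these data; inconclusive = Fewer than 70 cells measured for a yeast strain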;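 note: ratio of well median GFP fluorescence to mean of DMSO wells on the plate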
Numbers without * were called inactive; i = inactive; u = inconclusive; x = not tested or not shown; & = joins results of further samples.

SMILES	LAP4 TOR yeast	VLA-4 inh	AGP1-GFP MLPCN	GRK2 inh	JMJD2C inh	MEP2 TOR yeast	RPL19A-GFP yeast	CIT2-GFP yeast
COc1ccc(COn2nnc3ccc(S(=O)(=O)N4CCOCC4)cc32)cc1F	104.1	1.1	102.2	1.0	-0.7	95.0	96.9	105.1
Cc1ccc(N(CC(=O)NCC2CCCO2)C(=O)CCC(=O)Nc2cc(C)on2)cc1 (stereo not drawn)	99.5	1.8	98.3	4.0	9.4	135.2	98.0	98.8
Nc1ccc(C(=O)OCCCc2nc3ccccc3[nH]2)cc1	104.6	4.8	105.8	0.0	3.3	106.5	108.4	109.0
COc1cccc(NC(=O)CN(C)C(=O)c2ccccn2)c1	106.7	5.0	108.5	0.0	0.7	109.1	102.2	107.2
Cc1cc(C(=O)OCC(=O)N(CC(C)C)c2c(N)n(Cc3ccccc3)c(=O)[nH]c2=O)c2ccccc2n1	101.8	-0.8	100.0	0.0	-2.4	99.9	96.9	99.4
Cc1nc(C)c(C(=O)Nc2ccc(Oc3ccccc3)cc2)o1	106.9	-2.9	91.9	0.0	-1.4	95.3	95.2	96.5
O=C(Nc1cccc(Cl)c1)c1ccc2c(c1)OCCO2	101.3	17.5	92.8	0.0	2.9	97.2	98.7	86.4
O=C1NC[C@H](Cc2ccccc2)N(CCc2cccc(F)c2)C1=O	89.7	-5.6	103.1	2.0	4.8	100.5	95.9	99.2
COC(=O)c1ccccc1NC(=O)C1CC(=O)N(C2CCCCC2)C1 (stereo not drawn)	101.5	-4.5	105.2	0.0	-6.1	106.5	104.3	111.9
O=C(NCc1cccc(OC(F)(F)F)c1)c1ccc2c(c1)S(=O)(=O)c1cc(Cl)ccc1C2=O	95.2	11.2	106.1	0.0	-2.5	101.2	117.1	98.1
O=C(Cn1nnc2ccccc21)N1CCCCC1	102.2	13.1	x	2.0	-4.7	104.0	97.7	103.9
COc1cc2c(cc1OC)CN(C(=O)C(C)(C)C)CC2	104.3	0.5	99.9	0.0	u	104.8	97.3	99.0
CCOc1ccc(C(=O)NC(=S)Nc2ncccc2C)cc1[N+](=O)[O-]	83.4	-0.1	100.7	0.0	7.3	93.6	101.2	104.2
COc1ccc(S(=O)(=O)N2CCN(C(=O)c3c(C)nn(-c4ccccc4)c3C)CC2)cc1	97.8	-0.5	100.0	0.0	-0.4	97.8	98.5	96.9
Cc1cc(OCC(=O)Nc2ccc(S(=O)(=O)N3CCN(C)CC3)cc2)cc(C)c1Cl	98.2	16.9	98.3	2.0	-2.9	105.1	102.8	105.8
CC1(C)Cc2c(C#N)c(SCCO)nc(N3CCOCC3)c2CO1	108.9	30.7	109.8	0.0	-7.3	103.4	103.0	104.3
CN(C(=O)c1cccc(NC(=O)Cc2ccc([N+](=O)[O-])cc2)c1)C1CCC1	106.8	-0.4	92.0	2.0	10.8	97.9	94.2	82.5
COc1cc(C(=O)NCc2nnc(SCC(=O)Nc3ccc4c(c3)OCO4)o2)cc(OC)c1OC	93.0	3.7	95.8	1.0	-6.2	98.0	100.0	97.4
Cc1occc1C(=O)NCc1ccc(C(=O)O)o1	99.5	-33.7	103.4	0.0	-0.1	97.0	104.2	106.6
CS(=O)(=O)ON=C1CCN(S(=O)(=O)c2ccccc2)CC1	86.9	5.5	91.0	1.0	-12.4	95.4	89.5	x
O=C(Cn1cnc2c(cnn2-c2ccccc2)c1=O)OCc1ccccc1	97.2	5.6	98.3	5.0	-7.5	103.8	99.5	98.8
CCCCn1c(N)c(N(CC)C(=O)c2cc3c(s2)CCCCC3)c(=O)[nH]c1=O	102.6	-15.4	108.2	2.0	9.3	112.0	100.0	101.2
COc1ccccc1NC(=S)N(C(C)C)C(C)c1ccccn1 (stereo not drawn)	93.1	-5.2	91.3	0.0	-35.4	84.8	87.4	88.5
COc1cc(NC(=O)COC(=O)CNC(=O)c2cc(C)cc(C)c2)c(C)cc1[N+](=O)[O-]	94.6	5.6	103.7	0.0	8.8	104.2	110.0	107.0
CC(C)=N/N=C1/NC(=O)C(CC(=O)Nc2cc(Cl)ccc2C)S1 (stereo not drawn)	94.2	-15.8	106.6	2.0	-1.9	104.3	102.6	105.1

Following part
SMILES	LAP4 TOR yeast	VLA-4 inh	AGP1-GFP MLPCN	GRK2 inh	JMJD2C inh	MEP2 TOR yeast	RPL19A-GFP yeast	CIT2-GFP yeast
COc1ccc(CN2CCN(C3CCSCC3)CC2CCO)c(C)c1C (stereo not drawn)	96.9	-15.7	96.3	0.0	-2.7	95.2	102.3	106.1
C[C@H](NC(=O)[C@@H]1Cc2ccccc2CN1C(=O)OC(C)(C)C)C(=O)NC1CCCCC1	103.3	-0.1	109.5	3.0	-14.3	108.6	108.6	112.1
Cc1cnc(NC(=O)[C@H](C)N2C(=O)C3CCCCC3C2=O)s1 (stereo partly drawn)	96.1	-0.2	92.8	0.0	3.7	102.2	106.0	97.7
O=C(CSc1ccc(-c2cccc([N+](=O)[O-])c2)nn1)N1CCCCC1	100.0	-5.3	113.8	5.0	12.0	97.3	90.7	100.6
COc1ccc(C(C[N+](=O)[O-])n2nc(C)cc2C)cc1 (stereo not drawn)	104.8	3.4	92.2	0.0	-14.2	89.5	96.6	89.0
Cc1cc(N2C(=O)Cc3ccccc3C2=O)ccc1C(C)C	96.7	16.8	100.7	1.0	16.3	104.9	103.3	101.3
CCCOC(=O)C1C2C=CC(C2)C1C(=O)OCC(=O)c1ccccc1 (stereo not drawn)	103.7	1.5	87.9	1.0	-8.3	90.7	93.9	x
CC(=O)NCCn1ccc2ccccc21	103.1	0.6	101.1	0.0	-0.8	101.9	102.7	93.5
COCc1ccc(C(=O)Nc2ccccc2C(=O)NCc2cccnc2)cc1	94.0	5.6	97.8	0.0	1.3	101.8	95.9	99.2
CCC(Oc1ccccc1)C(=O)N1CCN(c2ccccn2)CC1 (stereo not drawn)	97.5	6.9	101.3	2.0	-24.6	99.0	95.3	99.2
COc1ccc(OC)c(-c2nc(CN3CCCCC3c3cccnc3)c(C)o2)c1 (stereo not drawn)	97.2	11.1	99.0	0.0	15.9	100.5	96.9	89.9
CCc1ccc(C2NC(=S)NC3=C2C(=O)CCC3)cc1 (stereo not drawn)	103.5	4.2	109.7	0.0	4.6	106.7	107.7	109.1
CSc1ccccc1C(=O)NCC(c1ccco1)N1CCCCC1 (stereo not drawn)	120.4	-1.6	108.5	0.0	8.7	104.7	103.4	104.7
O=C(NCc1ccco1)c1cc(S(=O)(=O)N2CCCC2)ccc1Cl	94.7	17.8	96.8	0.0	0.0	103.4	100.5	100.9
CCP(=O)(CC)C(C)(C)CP(=O)(c1ccccc1)c1ccccc1	105.5	9.6	98.5	4.0	26.0	103.2	103.7	101.9
COc1ccc(CCNC(=O)COC(=O)/C=C/c2cc(OC)ccc2OC)cc1	92.4	-20.2	88.1	0.0	-6.0	93.9	91.7	91.6
CN1C(=O)/C(=N/OC(=O)c2ccccc2Br)c2ccccc21	117.4	16.2	88.8	0.0	-5.3	104.0	101.3	100.5
O=C(O)c1ccc(N/N=C/C2=Cc3ccccc3OC2)cc1	142.6	18.5	99.3	0.0	11.1	99.1	94.2	86.9
CC(C)CC(=O)O/N=C1\C(=O)N(Cc2ccc(Cl)cc2)c2ccc([N+](=O)[O-])cc21	99.8	3.8	97.0	0.0	-5.3	92.7	96.3	93.9
Cc1ccc(/C=C/C(=O)Nc2sc3c(c2C#N)CCCC3)o1	96.3	6.1	106.4	3.0	-0.3	115.2	122.2	115.1
COc1ccc(CCNC(=O)C2CC3Cn4c(nc5ccccc54)C3N2Cc2ccccc2)cc1 (stereo not drawn)	113.1	-9.5	98.0	4.0	1.3	92.5	105.1	116.8
Fc1ccc(COc2ccc3ccccc3c2CNc2nn[nH]n2)cc1	105.6	-5.8	93.3	0.0	26.8	87.9	92.3	82.6
Cc1ccccc1COC(=O)CCCC1=NS(=O)(=O)c2ccccc2N1	103.6	i	105.7	0.0	3.0	102.5	99.2	107.9
CCc1ccc(CN2CCC(n3nccc3NC(=O)c3ccccc3)CC2)o1	110.1	-1.0	104.9	0.0	20.6	110.3	106.0	108.0
COC(=O)c1sc(-c2ccccc2)cc1NC(=O)c1ccc(OC)cc1	87.1	1.5	94.5	0.0	9.0	96.1	98.4	96.0

The results go on:
SMILES	LAP4 TOR yeast	VLA-4 inh	AGP1-GFP MLPCN	GRK2 inh	JMJD2C inh	MEP2 TOR yeast	RPL19A-GFP yeast	CIT2-GFP yeast
O=C1C2C3C=CC(C3)C2C(=O)N1CN(Cc1ccccc1)CN1C(=O)C2C3C=CC(C3)C2C1=O (stereo not drawn)	149.1	10.3	128.8	5.0	3.5&6.7	127.2	74.2	119.8
Cc1c(NS(=O)(=O)c2ccc(NC(=O)CCC(=O)O)cc2)c(=O)n(-c2ccccc2)n1C	91.2	-2.5	95.9	0.0	13.2	97.3	99.9	101.2
COc1cc(C(=O)N2CCN(c3ccccc3Cl)CC2)ccc1OCC(=O)N1CCOCC1	107.2	35.1	115.1	1.0	0.4	102.9	107.2	109.4
CCCOc1ccc(N2C(=O)CC(N(CCc3ccc(OC)c(OC)c3)C(=O)c3ccccc3)C2=O)cc1 (stereo not drawn)	99.8	1.3	94.5	0.0	i	90.7	95.6	96.8
COC(=O)c1sccc1Oc1c(Cl)cccc1[N+](=O)[O-]	113.5	-0.2	112.1	2.0	2.7	105.5	101.8	86.8
CCOc1ncnc2c1sc1nc(C)cc(C)c12	105.3	2.8	93.9	1.0	0.0	101.0	97.5	87.8
CCc1ccc(NC(=O)C(=O)NCCN2CCN(Cc3ccc([N+](=O)[O-])cc3)CC2)cc1	91.0	4.6	100.1	0.0	-0.3	100.8	105.6	101.9
CCCC(=O)NCCCc1nc2ccccc2n1CC	104.0	8.7	103.2	7.0	2.0	99.5	102.0	95.8
CCCS(=O)(=O)c1c(S(=O)(=O)CCC)c2ccc(C(N)=O)cn2c1C(=O)OC	82.2	-8.8	85.6	2.0	5.6	94.2	86.1	87.1
COC(=O)C1C2CCC(C2)C1C(=O)OCC(=O)c1ccc(C)cc1 (stereo not drawn)	103.4	-22.7	105.2	1.0	0.1	97.3	97.1	98.0
COc1ccc(S(=O)(=O)N2CCN(CC(=O)c3ccc(O)c(O)c3)CC2)cc1	98.4	0.1	101.9	1.0	14.7	98.0	98.5	100.6
Cc1ccc2nsnc2c1NC(=O)c1ccc([N+](=O)[O-])o1	99.0	7.3	100.3	1.0	4.3	97.7	106.3	91.5
CNS(=O)(=O)c1cccc2nsnc12	99.9	-19.2	103.8	0.0	4.8	107.4	106.7	106.1
FC(F)(F)c1nnc2sc(-c3ccccn3)nn12	99.4	18.0	100.2	0.0	-8.1	107.1	100.8	105.1
CSc1ccccc1NC(=O)CN1CCCCC1	101.4	4.4	93.2	1.0	-4.0	100.0	92.1	81.2
COc1ccc(C(C)=O)cc1CSc1nc2cc(Cl)ccc2o1	96.5	-46.9	94.7	0.0	3.4	102.6	98.8	103.3
CC(C)CC(=O)Nc1ccc(C(=O)Cn2c(=O)oc3ccccc32)cc1	92.4	7.7	102.2	3.0	3.7	105.6	103.8	102.2
Oc1cccc(Oc2ncc(C(F)(F)F)cc2Cl)c1	99.6	12.0	90.8	0.0	6.7	100.7	97.6	91.3
CCOC(=O)C(C)Oc1cc(Cl)c(C=O)cc1OC (stereo not drawn)	84.2	-12.1	94.2	5.0	-3.7	97.2	93.3	99.8
Cc1ccc2c(c1)C1CN(C)CCC1N2C(=O)COc1ccc(N(C)C(=O)c2ccccc2)cc1 (stereo not drawn)	83.6	10.3	88.8	2.0	9.9	98.2	96.8	94.6
